GDH-TPI inh: inhibits GDH-TPI coupling enzymes, artifact for Mtb FBA screen; GDH-TPI coupled enzyme counterscreen, NADH absorbance; inhibition, % at 4.8 µM; actives 1.2% (n = 360,000); AID 588335; in the data active means inhibition above about 30%;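 further: 0% = DMSO wells and 100% = wells lacking the enzyme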
PriA SSB inh: blocks PriA binding to SSB C-terminal tail. inhibition, % at 33 µM. actives 0.6% (n = 430,000). AlphaScreen SSBct-PriA binding, biotinylated peptide; in the data active means inhibition mostly above about 37%, no sharp cut-off; inactive means mostly below about 20%;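 further: plate controls were negative control peptide for no effect and reference peptide for full effect; strong numbers were not always called active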
UGM FP inh: Mtb UDP-galactopyranose mutase inhibition; P9WIQ1; AID 504406; purified UGM, fluorescence polarization probe displacement; inhibition, % at 10 µM; actives 0.06% (n = 320,000); in the data active means inhibition above about 10%, passing the limit was not always enough
Target sequence (P9WIQ1 whole entry, looked up): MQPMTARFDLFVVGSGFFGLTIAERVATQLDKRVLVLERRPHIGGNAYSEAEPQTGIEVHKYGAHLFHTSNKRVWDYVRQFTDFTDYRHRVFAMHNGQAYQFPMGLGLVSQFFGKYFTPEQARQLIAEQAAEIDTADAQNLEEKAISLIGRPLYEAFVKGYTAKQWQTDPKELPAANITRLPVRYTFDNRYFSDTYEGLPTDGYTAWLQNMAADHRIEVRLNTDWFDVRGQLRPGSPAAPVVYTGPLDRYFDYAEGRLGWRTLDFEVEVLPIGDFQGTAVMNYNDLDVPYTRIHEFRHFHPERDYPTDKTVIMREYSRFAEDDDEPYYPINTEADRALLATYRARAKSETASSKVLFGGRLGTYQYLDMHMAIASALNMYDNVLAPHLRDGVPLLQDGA
MazF activator: increases E. coli MazEF RNase cleavage of RNA | P0AE70 | FAM/BHQ RNA-DNA oligo cleavage fluorescence, 5 h | activation, % at 20 µM | actives 0.32% (n = 350,000); in the data active means activation above about 50%
Rv3671c protease: inhibitors of M. tuberculosis serine protease Rv3671c; inhibition, % at 5.96 µM; actives 0.048% (n = 320,000); P9WHR9; in the data active means inhibition above about 38%;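 further: extracellular domain of Rv3671c used as enzyme; 0% = enzyme with DMSO and 100% = no enzyme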
VHR inh abs: inhibitors of human VHR1 phosphatase (DUSP3); P51452; recombinant VHR phosphatase, pNPP absorbance; inhibition, % at 13.3 µM; actives 0.52% (n = 290,000); in the data active means inhibition above about 50%; further: some compounds called inactive have numbers as strong as hits
Target sequence (P51452 whole entry, looked up): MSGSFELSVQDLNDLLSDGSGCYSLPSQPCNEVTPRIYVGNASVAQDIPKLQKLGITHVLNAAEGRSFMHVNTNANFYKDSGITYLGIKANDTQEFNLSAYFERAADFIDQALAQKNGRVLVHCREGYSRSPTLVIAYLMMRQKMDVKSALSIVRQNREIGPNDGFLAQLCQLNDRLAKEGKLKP
BioA inh: blocks M. tuberculosis BioA enzyme activity; purified M. tuberculosis BioA enzyme, plate reader; inhibition, % at 9.99 µM; actives 0.096% (n = 360,000); AID 602481; in the data active means inhibition above about 40%
Vc quorum ag: induces V. cholerae light production without autoinducers | V. cholerae BH1578 lux reporter, luminescence, 6 h | activation, % at 18.7 µM | actives 0.16% (n = 350,000) | AID 588436; in the data active means activation mostly above about 9.7%, no sharp cut-off; further: not every result past the cut was called active; inactives centre near 0; reference of the scale not given here
FBA Mtb inh: inhibitors of M. tuberculosis fructose-bisphosphate aldolase | P9WQA3 | purified M. tuberculosis FBA, fluorescence read-out | inhibition, % at 1 µM | actives 2.3% (n = 360,000) | AID 588726; in the data active means inhibition above about 27%;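 further: 0% = vehicle and 100% = reference inhibitor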
Target sequence (P9WQA3 whole entry, looked up): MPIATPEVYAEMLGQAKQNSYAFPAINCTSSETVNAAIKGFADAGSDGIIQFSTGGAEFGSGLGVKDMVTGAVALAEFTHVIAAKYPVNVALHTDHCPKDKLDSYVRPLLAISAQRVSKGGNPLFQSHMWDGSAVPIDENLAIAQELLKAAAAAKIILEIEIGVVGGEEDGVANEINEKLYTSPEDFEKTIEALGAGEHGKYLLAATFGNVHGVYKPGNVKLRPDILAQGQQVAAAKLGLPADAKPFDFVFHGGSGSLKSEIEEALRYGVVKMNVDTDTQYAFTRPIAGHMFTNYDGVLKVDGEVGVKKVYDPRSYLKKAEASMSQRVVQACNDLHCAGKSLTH
3CLpro inhibitor: SARS-CoV 3CLpro protease inhibition. P0C6X7. recombinant SARS-CoV 3CLpro, quenched FRET peptide cleavage. inhibition, % at 6 µM. actives 0.14% (n = 290,000); in the data active means inhibition above about 12%
The depositor's hits bear a star; i = inactive; nt = no result given; & = joins results of further samples. An excerpt, so the mix of outcomes need not match the whole.

cpd	Structure	GDH-TPI inh	PriA SSB inh	UGM FP inh	MazF activator	Rv3671c protease	VHR inh abs	BioA inh	Vc quorum ag	FBA Mtb inh	3CLpro inhibitor
1	COc1cccc(NC(=O)COC(=O)Cc2ccc(Cl)cc2)c1	1	-32	-0.4	-2	2	33	3.0	-0.3	2	2
2	CN(C(=O)COC(=O)c1ccc2c(c1)OCCO2)c1ccccc1	4	9	2.2	-12	16	-14	nt	0.0	9	-2
3	Cc1cc(C)c(NC(=O)Cn2cnc3c(oc4ccccc43)c2=O)c(C)c1	3	-4	1.1	-24	-13	33	nt	1.4	2	-3
4	CCC(Sc1nc2cc3c(cc2c(=O)n1Cc1ccco1)OCO3)C(=O)Nc1ccccc1OC (configuration not stated)	8	1	-1.0	-68	-9	27	-0.3	-1.8	-4	-2
5	O=C(N/N=C/c1c[nH]c2ccccc12)C1COc2ccccc2O1 (configuration not stated)	16	nt	1.4	5	6	15	1.6	i	-1	-2
6	Cc1nc2ccccn2c1C(=O)N/N=C/c1ccc2c(c1)OCO2	42*	nt	0.9	1	-6	2	-0.4	-0.8	-1	-3
7	CCCCOCCCNC(=O)c1ccc2c(c1)OCO2	5	5	-0.5	3	7	15	0.4	i	0	-1
8	CCN(CC)C(=O)c1ccc(NC(=O)CN2CCc3cc(OC)c(OC)cc3C2)cc1	4	2	3.0	9	-6	20	1.3	1.1	7	-3
9	COc1cccc(CN2CCNC(=O)C2CC(=O)N(C)C2CCCCC2)c1OC (configuration not stated)	-7	-18	-1.2	0	1	1	-0.6	-0.4	-2	7
10	Cc1ccc(Cn2c(SCC(=O)N/N=C/c3ccccc3OCC(=O)O)nc3ccccc32)cc1	5	i	0.0	8	-8	-12	6.3	i	1	2
11	CC(OC(=O)CCOc1ccccc1)C(=O)Nc1ccc(Cl)cn1 (configuration not stated)	9	-12	1.3	2	7	0	-0.2	i	7	3
12	Clc1cccc(OCc2nnc(-c3ccccc3Br)o2)c1	-1	-81	1.9	-5	-11	29	-1.5	i	0	-4
13	CCOCCc1nnc(NC(=O)C2CCN(C(=O)c3ccco3)CC2)s1	3	5	2.3	9	3	20	1.6	0.8	2	1
14	COc1cccc(C(=O)Cn2c(N3CCOCC3)nc3c2c(=O)n(C)c(=O)n3C)c1	5	-5	-1.1	5	5	25	-0.9	i	5	0
15	COc1cccc(-c2cc(C(=O)NC3CCCC3)c3ccccc3n2)c1	5	-7	-5.0	-1	-7	nt	-0.7	0.5	4	nt
16	CN1C(=O)C(C)(C)c2cc(S(=O)(=O)N3CCC(C(=O)NCc4ccccc4Cl)CC3)ccc21	10	-18	6.2	3	-7	-10	1.0	-0.3	7	-5
17	CCn1c(-c2ccco2)nc2ccccc21	-10	-6	1.7	2	-2	10	-0.1	i	16	1
18	Cc1cccc(N2CCN(C(=O)CSc3ccsc3[N+](=O)[O-])CC2C)c1 (configuration not stated)	13	22	1.8	7	2	-1	nt	-0.2	-2	0
19	NCCCCC(=O)O	0	1	-1.5	11	-1	nt	-1.7	i	0	nt
20	O=C1CCNc2cc3ccccc3cc21	6	3	1.8	-17	6	-16	1.2	-0.2	23	-5

Screen by screen, from the results shown:
Vc quorum ag, compounds 5–13 → i, -0.8, i, 1.1, -0.4, i, i, i, 0.8
VHR inh abs, compounds 5–13 → 15, 2, 15, 20, 1, -12, 0, 29, 20

Compound profiles, from the list above.
Cc1nc2ccccn2c1C(=O)N/N=C/c1ccc2c(c1)OCO2 as listed: GDH-TPI inh: 42*; PriA SSB inh: nt; UGM FP inh: 0.9; MazF activator: 1; Rv3671c protease: -6; VHR inh abs: 2; BioA inh: -0.4; Vc quorum ag: -0.8; FBA Mtb inh: -1; 3CLpro inhibitor: -3
O=C1CCNc2cc3ccccc3cc21 as listed: GDH-TPI inh: 6; PriA SSB inh: 3; UGM FP inh: 1.8; MazF activator: -17; Rv3671c protease: 6; VHR inh abs: -16; BioA inh: 1.2; Vc quorum ag: -0.2; FBA Mtb inh: 23; 3CLpro inhibitor: -5

The listing continues.
cpd	Structure	GDH-TPI inh	PriA SSB inh	UGM FP inh	MazF activator	Rv3671c protease	VHR inh abs	BioA inh	Vc quorum ag	FBA Mtb inh	3CLpro inhibitor
21	O=C(O)c1cccc2c1C(=O)c1cccc3snc-2c13	14	0	1.3	2	-4	2	-1.4	0.0	1	2
22	COc1ccc(N(CC(=O)NCC2CCCO2)C(=O)CCC(=O)Nc2nccs2)c(OC)c1 (configuration not stated)	2	3	0.5	1	3	24	-3.5	-0.3	0	-3
23	Cc1ccc(SCCSc2nc(C)cc(=O)[nH]2)cc1	-9	-10	5.4	1	-6	15	-0.4	i	1	-6
24	CC(C)C(NC(=O)COc1ccccc1)C(=O)O (configuration not stated)	-10	-14	4.6	-1	0	16	1.2	-0.2	0	-2
25	CCNC(=O)C1Cc2ccccc2CN1S(=O)(=O)c1ccc(F)cc1 (configuration not stated)	1	-5	0.1	-2	0	13	-2.2	-0.4	-4	2
26	CCNC(=O)N(C(=O)NCC)n1c(C)nnc1C	1	3	-1.1	3	-6	25	0.2	i	1	0
27	COc1ccc(S(=O)(=O)N2CCC3(CC2)CC(=O)c2ccccc2O3)cc1C	-6	-2	1.0	-12	3	nt	-2.0	i	0	nt
28	COC(=O)Cn1nc(-c2ccc(C)c(S(=O)(=O)N(C)C)c2)c2ccccc2c1=O	12	-25	-0.2	5	-11	17	-1.9	i	1	1
29	COC(=O)CCC(=O)N1CCOCCOCCN(C(=O)CCC(=O)OC)CCOCCOCC1	-3	1	-0.2	-3	-8	22	-1.6	i	1	5
30	CCC(C)(C)NC(=O)C(c1ccc(OC)cc1)N(C(=O)CCC(=O)Nc1cc(C)on1)c1cccc(F)c1 (configuration not stated)	1	-11	-1.1	-11	-3	27	-0.4	-2.2	117*	-5
31	CN(C)Cc1c(C(=O)N/N=C/C=C/c2ccccc2)nnn1-c1nonc1N	34*	nt	2.0	0	-9	-7	-4.0	-0.2	-2	-3
32	CC(C(=O)OCC(=O)N(C)C1(C#N)CCCCC1)N1C(=O)c2ccccc2C1=O (configuration not stated)	-3	-5	1.1	7	-5	nt	-0.8	i	-2	nt
33	Cc1cccc(OCC(=O)N2CCN(Cc3ccncc3)CC2)c1	-10	-29	0.5	1	2	13	-0.2	0.1	15	0
34	COc1ccc2c(c1)OC/C(=C/c1cccs1)C2=O	26	-3	nt	12	-9	35	nt	-1.1	-3	2
35	N#Cc1cc2cc3c(cc2nc1N1CCCCC1)OCCO3	13	-9	-1.4	-2	-3	15	-1.3	nt	47*	4
36	c1ccc(N2CCN(c3ccccc3)C2c2cccnc2)cc1	10	-13&13	-3.7	-7	1	9	1.7	-0.6	-4	1
37	Cc1cc(C)n(-c2ccc(C)c(Cl)c2)n1	0	-3	-5.1	0	2	4	nt	-0.1	-2	0
38	CSc1nc(-c2ccc(Cl)cc2)nn1C(=O)c1ccco1	16	-7	0.6	-32	-4	16	nt	-3.1	2	-1
39	CC(=O)N1CCC(N2CCCC(C(=O)c3cccc(Cl)c3)C2)CC1 (configuration not stated)	-1	-31	0.5	3	-13	0	-2.8	-2.0	1	3
40	CCCNCC(=O)Nc1sc2c(c1C(=O)Nc1c(C)n(C)n(-c3ccccc3)c1=O)CCCC2	5	nt	nt	2	nt	nt	-0.9	i	2	nt
41	COC(=O)c1ccccc1Oc1ccc(NC(=O)C(C)(C)CCl)cc1	6	-6	1.6	7	-14	12	nt	-3.6	-1	-1
42	NNC(=O)CN1C(c2ccccc2Br)=Nc2ccc(Br)cc2C1c1ccccc1 (configuration not stated)	2	5	-0.9	10	-33	8	nt	i	-4	11
43	Cc1ccc(C(=O)Nc2ccc3c(c2)nc2n3CCSC2)cc1	3	-8	-0.5	-5	-3	10	nt	5.3	1	-2
44	COc1cccc(CNC(=O)CCCn2ncn3c(cc4occc43)c2=O)c1	8	-18	-0.1	2	0	-14	8.4	0.4	1	6
45	O=C(CSc1ccc2c(c1)OCCO2)Nc1ncc(Cl)cc1Cl	-6	0	3.9	0	2	31	nt	-0.2	-2	0
46	Oc1ccc(/C=N/Nc2ncc(Cl)cc2Cl)cc1	25	nt	-0.6	3	2	66	-1.5	0.5	6	2
47	O=C(COC(=O)Cc1n[nH]c(=O)c2ccccc12)Nc1cccc(C(F)(F)F)c1	-4	-1	-0.1	-3	-6	30	-0.2	-0.4	-1	-2
48	CC(C)C(NC(=O)OCc1ccccc1)C(=O)OCC(=O)NCc1ccco1 (configuration not stated)	-9	-10	-0.6	4	-2	20	0.0	i	10	5
49	Clc1ccc2c(NCc3ccccn3)ncnc2c1	6	-18	-1.8	3	4	-1	1.2	-0.7	1	2
50	c1ccc(-c2nc(NCc3cccnc3)c3oc4ccccc4c3n2)cc1	3	3&-7	-0.2	0	-35	7	3.7	12	1	-2
51	COc1ccc(-c2oc3ccc(-c4ccc(OC)nc4)cc3c2-c2ccc(OC)cc2)cc1	-6	-21	-0.5	-11	13	nt	0.2	-11	0	nt
52	CCOc1ccccc1-n1c(O)c(C=NCCCN(CC)CC)c(=O)[nH]c1=O	-9	-3	-2.1	1	-3	8	-0.9	i	2	6
53	Nc1ccc(CSc2ccc(Cl)cc2)cc1	13	-4	4.6	-4	3	20	nt	-0.8	3	2
54	CCOC(=O)C1CCCN(C(=O)c2ccc3nc(-c4ccccc4)c(-c4ccccc4)nc3c2)C1 (configuration not stated)	29	-5	1.8	2	-2	17	-5.1	-0.6	36*	4
55	CCn1c(SCC(=O)N2c3ccccc3CC2C)nnc1-c1ccco1 (configuration not stated)	6	-20	1.8	3	2	nt	3.0	-0.3	-3	-2
56	N=C1C(c2nc3ccccc3[nH]2)=C(O)CN1c1ccc(CC(=O)O)cc1	8	-1	0.8	3	7	-5	-0.2	-1.0	3	2
57	O=C(c1ccc(F)cc1)N1CCN(C(=O)c2ccc([N+](=O)[O-])cc2)CC1	5	-6	-0.6	-7	-1	-1	nt	-0.2	5	-3
58	COc1cc(-c2nnc(SCC3(c4ccccc4)OCCO3)o2)cc(OC)c1OC	-4	2	-0.6	-1	0	10	2.4	nt	0	0
59	NNC(=O)CSc1nnnn1-c1ccccc1	5	0	-2.8	2	5	22	-0.6	i	0	1
